Screening data: PubChem BioAssay, Broad Institute
PAX8 reporter: inhibitors of PAX8-driven TPO luciferase reporter, primary screen, RMG-I cells, single concentration; SteadyGlo, 24 h; inhibition, % at 12.6 µM; actives 1.2% (n = 360,000);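 active = mean replicate inhibition at least 60% with every replicate also reaching 60%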;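 note: luciferase light reporting Pax8 driven TPO promoter activity; plate controls were median of neutral control wells for no effect and mitoxantrone controls for full effect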
Casp6 inh: human caspase-6 inhibitors, primary screen, biochemical, VEID-R110 fluorescence, single point, set 2; P55212; purified caspase-6, Z-VEID-R110 cleavage fluorescence; inhibition, % at 12.5 µM; actives 0.53% (n = 350,000); AID 686996, 2013;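 active = mean inhibition across replicates at least about 35%, with every replicate also reaching that limit, limit read from the data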;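 note: 0% = median of neutral control wells and 100% = no fluorescence left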
Target sequence (P55212 24-179 limits assumed): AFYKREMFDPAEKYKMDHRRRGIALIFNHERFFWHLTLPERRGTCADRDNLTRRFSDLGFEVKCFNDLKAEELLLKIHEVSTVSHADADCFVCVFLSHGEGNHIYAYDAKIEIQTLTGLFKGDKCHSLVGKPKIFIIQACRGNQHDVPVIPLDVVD
Target sequence (P55212 194-293 limits assumed): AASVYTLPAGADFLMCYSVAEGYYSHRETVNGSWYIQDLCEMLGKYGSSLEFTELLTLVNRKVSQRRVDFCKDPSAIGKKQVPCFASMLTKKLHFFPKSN
FN deposition inh: inhibitors of fibronectin matrix deposition, primary screen, AH1F cells, Alexa488-fibronectin fluorescence, plate reader; AH1F fibroblasts, overnight; inhibition, % at 12.6 µM; actives 0.086% (n = 350,000); AID 743247, 2014;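 active = mean inhibition across replicates of 30% or more, regardless of how many single replicates reach that level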;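 note: positive control wells lacked labelled fibronectin entirely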
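Material: AH1F fibroblasts assembling fluorescent fibronectin matrix; amount: 10000 AH1F cells/well; medium: DMEM, 2% serum; reagent: Alexa488-fibronectin, 24 nM final in well; dosing: single compound dose, delivered by pin transfer; incubation: 1 h adhesion, overnight exposure; detection: fluorescence after three HBSS washes, excitation 485 nm, emission 525 nm; measure: fibronectin deposition inhibition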
miR122 inh: miR-122 Renilla sensor signal increase in Huh7, primary screen, miR-122 inhibitor project, cell-based, single point, plate reader; AID 602342, 2012; Huh7 miR-122 Renilla luciferase sensor, 48 h; neutral wells = 0, positive control = 100; activation (reporter increase), % at 12.5 µM; actives 0.3% (n = 340,000);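 active = mean replicate activation score at least 90 and every replicate individually at or above 90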;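 note: higher luciferase means less miR-122 activity so hits act as miR-122 inhibitors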
Cneo AK release: Cryptococcus neoformans cell lysis inducers, primary screen, AK release luminescence, single concentration | C. neoformans lysis, adenylate kinase release luminescence, 4 h; normalised: neutral wells 0, clomiphene wells 100 | lysis activity, % at 15 µM | actives 0.2% (n = 360,000) | AID 651654, 2012;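 active = mean lysis activity across replicates of at least 80%, whatever share of replicates individually reach that level; inactive = mean lysis activity below 80%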
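Material: C. neoformans cells; Schedule: 4 h static compound exposure, 37 °C, read 1 h post-reagent; Measured by: adenylate kinase release luminescence; Read-out: signal increase indicating cell lysis; Controls: Clomiphene as positive lysis control.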
EWS-Fli inh: EWS/Fli-driven NR0B1 reporter inhibitors, primary screen, A673 cells, NR0B1 luciferase, luminescence, MLPCN library; viability-normalised; inhibition, % at 12.6 µM; actives 0.67% (n = 350,000); AID 651661, 2012;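 active = mean inhibition of at least 50% after viability correction, with every replicate also passing that limit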;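 note: firefly luciferase signal divided by Alamar Blue viability fluorescence both relative to DMSO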
LGR2 antag: inhibitors of bursicon-induced LGR2 CRE-luciferase signal, primary screen, cell-based, HEK293, CRE-luciferase reporter, bursicon stimulation; Drosophila bursicon receptor LGR2 (rickets); bursicon-stimulated, 4 h; inhibition, % at 9.99 µM; actives 0.35% (n = 380,000); AID 720647, 2013;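 active = drop in luminescence signal, shown as inhibition above about 50% in the replicate tests, limit read from the data, passing the limit was not always enough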;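 note: agonist challenge used bursicon conditioned medium at about half maximal strength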
PGC1a acetyl inh: inhibitors of PGC1a acetylation signal, primary screen, cell-based, U2OS, AlphaScreen, inhibitor mode. AlphaScreen anti-acetyl-lysine; with virally co-expressed GCN5 acetyltransferase. inhibition, % at 15.6 µM. actives 0.17% (n = 350,000). AID 651687, 2012;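 active = every replicate shows inhibition of at least 40%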;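 note: 0% = neutral control wells and 100% = positive control wells; some results beyond the cut were filed as inactive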
Numbers without * were called inactive; · = not tested or not shown; & = joins results of further samples; [ ] = dose if it differs, or a comment.

Order of results: PAX8 reporter | Casp6 inh | FN deposition inh | miR122 inh | Cneo AK release | EWS-Fli inh | LGR2 antag | PGC1a acetyl inh
1	CSc1cccc(NC(=O)CN(C2CCCCC2)S(C)(=O)=O)c1
 : 8 | · | -14 | 5 | 1 | · | · | -7
2	COc1ccccc1NC(=O)N1C[C@H]2[C@@H](c3ccccc31)[C@H](CO)N2C(=O)C1CC1
 : 21 | 1 | 1 | 20[16.7 µM] | -1 | 4 | 9 | -6
3	CSc1cccc(NC(=O)CN(c2ccccc2)S(=O)(=O)N(C)C)c1
 : · | · | -4 | 5 | -3 | · | 0 | -9
4	O=S(=O)(Nc1cccc2ccccc12)c1cccs1
 : 9 | -3 | 9 | -1 | -1 | -12 | -8 | 12
5	CCOC(=O)C(NC(=O)NCc1cccc(C(F)(F)F)c1)(OCC)C(F)(F)F (configuration not stated)
 : -4 | 1 | 0 | · | · | -5 | 6 | ·
6	Cc1sc(NC(=O)Cc2ccc3c(c2)OCO3)nc1-c1ccc2c(c1)CCN2C(=O)c1ccccc1F
 : 15 | · | -17 | 5 | -3 | · | 16 | ·
7	C[C@@H]1OC(C2CCCCC2)N(C)[C@H]2C[C@H]3c4[nH]c5ccccc5c4CCN3C[C@@H]12 (some centres not stated)
 : 44 | -5 | 1 | 2 | 1 | 16 | -3 | 4
8	CC1CCc2nc3ccc(S(=O)(=O)N4CCC(C(=O)N5CCCCCC5)CC4)cc3c(C(=O)O)c2C1 (configuration not stated)
 : 28 | 25 | -4 | 12 | · | 0 | -7 | ·
9	CCOC(=O)c1cnn(-c2nc(C)cc(C)n2)c1N
 : -16 | · | 11 | -6 | -1 | · | · | 5
10	O=S(=O)(CCN1C=CC(C(F)(F)F)=NCC1)c1ccc(Cl)cc1Cl
 : -59 | -8 | 3 | 0 | 23 | -2 | · | -1
11	CN(C)S(=O)(=O)c1ccc(Cl)c(NC(=O)CNC2(C)CCS(=O)(=O)C2)c1 (configuration not stated)
 : 3 | -3 | 14 | -4 | 0 | -5 | -19 | 0
12	CC(C)NS(=O)(=O)c1ccc(OCC(=O)NC(C)c2ccccc2)cc1 (configuration not stated)
 : 1 | 1 | 2 | 7 | 2 | 7 | -2 | 1
13	CN(C)CCNC(=O)c1cccc(-c2cnc3c(NC=O)cc(-c4cccs4)cn23)c1
 : -21 | 1 | 2 | -5 | 0 | -7 | -12 | ·
14	O=C(O)c1ccccc1-c1csc(-c2ccccc2)n1
 : -40 | -1 | 1 | -4 | · | -13 | -3 | -7
15	Cc1onc(-c2ccccc2Cl)c1C(=O)Nc1ccc(-c2nnc3n2CCCCC3)cc1
 : -3 | · | -3 | 1 | 0 | · | · | 1

Just LGR2 antag and PAX8 reporter, for some of the entries so far:
| no. | molecule | LGR2 antag | PAX8 reporter |
| --- | --- | --- | --- |
| 10 | O=S(=O)(CCN1C=CC(C(F)(F)F)=NCC1)c1ccc(Cl)cc1Cl | · | -59 |
| 11 | CN(C)S(=O)(=O)c1ccc(Cl)c(NC(=O)CNC2(C)CCS(=O)(=O)C2)c1 (configuration not stated) | -19 | 3 |
| 12 | CC(C)NS(=O)(=O)c1ccc(OCC(=O)NC(C)c2ccccc2)cc1 (configuration not stated) | -2 | 1 |
| 13 | CN(C)CCNC(=O)c1cccc(-c2cnc3c(NC=O)cc(-c4cccs4)cn23)c1 | -12 | -21 |

Further results follow.
Order of results: PAX8 reporter | Casp6 inh | FN deposition inh | miR122 inh | Cneo AK release | EWS-Fli inh | LGR2 antag | PGC1a acetyl inh
16	CN(C)C(=O)[C@H]1[C@H](CO)[C@H]2Cn3c(ccc(-c4ccccc4F)c3=O)[C@@H]1N2C(=O)c1ccccc1
 : · | 0 | · | · | -4 | 0 | 1 | ·
17	COc1cccc(OCc2cc(C(=O)NC3CCOCC3)no2)c1
 : -135 | -2 | 1 | -6 | 3 | -80 | -18 | -4
18	O=C1/C(=C/c2ccco2)SC(=S)N1c1cccnc1
 : -12 | 83* | -4 | -6 | -1 | 4 | 21 | -1
19	CCNc1nc(NCC)nc(N(CC)C(N)=S)n1
 : -10 | 2 | -1 | · | · | 7 | 14 | -15
20	Cc1ccc2nc(C)c(C(=O)N/N=C/c3ccccc3[N+](=O)[O-])cc2c1
 : · | · | -11 | -1 | 0 | · | -3 | 1
21	CCCNC(=O)C[C@@H]1CC[C@@H]2[C@H](COc3ccc(NC(=O)c4ccc5c(c4)OCO5)cc3C(=O)N2C)O1
 : -24 | -1 | -5 | 0[16.7 µM] | 2 | -1 | -5 | 4
22	CCOC(=O)N1CCN(c2c(-c3ccc(C)c(C)c3)c(=O)c2=O)CC1
 : 11 | · | -8 | 10 | 2 | · | · | -1
23	CSc1nnc(NC(=O)c2nc(S(=O)(=O)Cc3cccc(C)c3)ncc2Cl)s1
 : 31 | 20 | 1 | 2 | 1 | · | -8 | ·
24	CCOc1ccc(C(=O)Nc2ncccc2Cl)cc1
 : -139 | 3 | 2 | 1 | · | -92 | -17 | 0
25	O=C(Nc1cc(F)ccc1F)N[C@@H]1CC[C@H](CCn2cc(C3CC3)nn2)O[C@@H]1CO
 : 1 | 1 | -4 | -4[16.7 µM] | 0 | 1 | -2 | 5
26	Cc1cc2nc(-c3cccc(Cl)c3)c(Cc3ccsc3)n2c(C)c1Br
 : 24 | 1 | -3 | · | · | -17 | -33 | ·
27	O=[N+]([O-])c1ccc(CSc2ncnc3c2ncn3[C@@H]2O[C@H](CO)[C@@H](O)[C@H]2O)cc1
 : -7 | -2 | -12 | 4 | -3 | -3 | 0 | -1
28	CCN(CC(=O)NCc1ccc(Cl)cc1)C(=O)CSc1ccccc1F
 : 12 | 2 | · | 3 | 5 | 1 | -18 | -4
29	O=C(CSc1nnc(CNC(=O)c2c(F)cccc2Cl)o1)NC1CCCCC1
 : 0 | -3 | 5 | -3 | -2 | · | 4 | -3
30	O=C(CN1C(=O)COc2ccccc21)NCC1CCCO1 (configuration not stated)
 : 7 | -1 | 8 | · | 4 | -5 | -15 | ·

(more compounds)
Order of results: PAX8 reporter | Casp6 inh | FN deposition inh | miR122 inh | Cneo AK release | EWS-Fli inh | LGR2 antag | PGC1a acetyl inh
31	COc1ccc(-c2cc3ccc(OCc4nn[nH]n4)cc3oc2=O)cc1OC
 : -5 | 3 | -7 | -14 | · | · | 0 | 8
32	CCCCOc1ccc(NC(=S)Nc2cc(C)nc(SCCCC)n2)cc1
 : -9 | -2 | 4 | · | · | 20 | 4 | ·
33	COc1ccc(CN2CCCC(C(=O)c3ccc(Cl)cc3)C2)cc1Cn1cccn1 (configuration not stated)
 : 28 | 4 | -2 | 1 | 9 | 14 | 8 | -1
34	CCN(CC)CCCNC(=O)c1cn(CC(C)C)c(=O)c2c1c1ccccc1n2C
 : -26 | -1 | 1 | -2 | 2 | 1 | 2 | -4
35	Cn1cc(Cc2ccc(C(=O)NC34CC5CC(CC(C5)C3)C4)cn2)c2ccccc21
 : 8 | 2 | -1 | -1 | -1 | 10 | -4 | ·
36	O=C(Nc1cccc(F)c1)N1CC(=O)N2[C@H](CO)[C@@H](c3ccc(Br)cc3)[C@H]2C1
 : -19 | 0 | · | · | · | -1 | 3 | -1
37	CCN(CC)S(=O)(=O)c1ccc(NC(=O)c2ccccn2)cc1
 : -152 | · | 1 | 3 | -1 | · | · | 9
38	CCCCN(C(=O)CSCC(=O)Nc1ccc(C)cc1)c1c(N)n(Cc2ccccc2)c(=O)[nH]c1=O
 : -8 | 0 | -13 | · | 2 | 0 | 8 | ·
39	Cc1ccc(OCCNC(=O)CCC(=O)N2CCOCC2)cc1
 : 2 | -1 | · | · | -1 | -6 | 12 | -23
40	Cc1ccccc1-c1nc2ccc(Cl)cc2c(=O)n1O
 : -14 | -2 | -1 | -3 | -5 | 0 | 2 | -20
41	COCCc1nc2ccc(C(=O)N(C)Cc3cccc(-n4cccn4)c3)cc2o1
 : -177 | 1 | -3 | · | 34 | · | -64 | ·
42	CCCc1cn(CC[C@@H]2CC[C@H](NC(=O)C3CC3)[C@H](CO)O2)nn1
 : -12 | 0 | -13 | · | 49 | -4 | 5 | -5
43	COc1ccccc1CNC(=S)NCc1ccc(Cl)cc1
 : 17 | -5 | 8 | · | 137* | 5 | 10 | ·
44	CC(C)c1ccc2c(c1)CCC1C(C)(CN)CCCC21C (configuration not stated)
 : 41 | -3 | -3 | -2 | 0 | 59* | 1 | -2
45	O=C(NCCN1CCOCC1)C(=O)NCC1OCCN1S(=O)(=O)c1ccc(F)cc1 (configuration not stated)
 : -10 | -9 | 3 | -3 | 1 | · | -2 | ·

New compounds follow.
Order of results: PAX8 reporter | Casp6 inh | FN deposition inh | miR122 inh | Cneo AK release | EWS-Fli inh | LGR2 antag | PGC1a acetyl inh
46	C[C@H](CO)N1C[C@H](C)[C@H](CN(C)S(C)(=O)=O)Oc2ccc(NC(=O)Nc3ccc(C(F)(F)F)cc3)cc2CC1=O
 : 28 | 1 | · | 14[16.7 µM] | -6 | · | -13 | -1
47	Cc1ccc(CN2CCN(c3ncccn3)CC2)o1
 : · | -4 | · | -8 | 0 | 6 | 10 | 10
48	COc1ccc(CCNS(=O)(=O)c2cn(C)c(=O)n(C)c2=O)cc1
 : -1 | 1 | -5 | 10 | 1 | 0 | -16 | 3
49	CNC[C@H]1OCc2ccccc2-c2ccccc2C(=O)N([C@H](C)CO)C[C@H]1C
 : 9 | -1&2 | 6&8 | 2 | -4 | -2 | -10&-2 | 10&-1
50	Cc1cccc(NC(=O)c2ccc(NCCO)c([N+](=O)[O-])c2)n1
 : -58 | 1 | 9 | -1 | · | -83 | -22 | 14
51	O=c1[nH]c(C2CCN(S(=O)(=O)c3ccc4c(c3)OCCO4)CC2)nc2c1nnn2Cc1ccccc1
 : 21 | 3 | 5 | 0 | -2 | 13 | -7 | ·
52	O=C(Nc1ccccc1)N1CCN(c2ccccn2)CC1
 : · | · | · | -1 | -4 | · | -1 | -8
53	COc1ccc(NC(=O)N(C)C[C@@H]2Oc3ccc(NC(=O)Nc4ccc5c(c4)OCO5)cc3C(=O)N([C@@H](C)CO)C[C@@H]2C)cc1
 : · | 2 | · | 3[16.7 µM] | 1 | 5 | 0 | 1
54	O=[N+]([O-])c1ccc(S(=O)(=O)N/N=C/c2ccsc2)cc1
 : -6 | 2 | 1 | 20 | 3 | · | 0 | ·
55	COc1ccc(O)c(/C=N/N2CCOCC2)c1
 : -34 | -2 | 4 | 0 | -1 | -42 | -14 | -14
56	COc1ccc(C(=O)N/N=C/c2c(CO)cnc(C)c2O)cc1
 : 3 | -2 | 0 | · | · | -2 | 22 | ·

Single records, from the list above:
Entry for COc1ccc(C(=O)N/N=C/c2c(CO)cnc(C)c2O)cc1 = PAX8 reporter = 3; Casp6 inh = -2; FN deposition inh = 0; miR122 inh = ·; Cneo AK release = ·; EWS-Fli inh = -2; LGR2 antag = 22; PGC1a acetyl inh = ·
Entry for Cc1ccc(CN2CCN(c3ncccn3)CC2)o1 = PAX8 reporter = ·; Casp6 inh = -4; FN deposition inh = ·; miR122 inh = -8; Cneo AK release = 0; EWS-Fli inh = 6; LGR2 antag = 10; PGC1a acetyl inh = 10
Entry for O=C(Nc1ccccc1)N1CCN(c2ccccn2)CC1 = PAX8 reporter = ·; Casp6 inh = ·; FN deposition inh = ·; miR122 inh = -1; Cneo AK release = -4; EWS-Fli inh = ·; LGR2 antag = -1; PGC1a acetyl inh = -8

Rows were taken by chance; overall some 2.5% were active at least once.
